# Screening results (PubChem)
# PREPL inhibitor – inhibitors of human prolyl oligopeptidase-like enzyme PREPL. inhibition, % at 5.96 µM. hit rate 0.68% among 320,000. Q4J6C6. recombinant PREPL, fluorescence polarization activity-based probe; in the data active = inhibition above about 43%;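 note: 0% = enzyme with DMSO and 100% = wells lacking enzyme; many of its hits are not listed in these tables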
# Target sequence (Q4J6C6 whole entry, looked up): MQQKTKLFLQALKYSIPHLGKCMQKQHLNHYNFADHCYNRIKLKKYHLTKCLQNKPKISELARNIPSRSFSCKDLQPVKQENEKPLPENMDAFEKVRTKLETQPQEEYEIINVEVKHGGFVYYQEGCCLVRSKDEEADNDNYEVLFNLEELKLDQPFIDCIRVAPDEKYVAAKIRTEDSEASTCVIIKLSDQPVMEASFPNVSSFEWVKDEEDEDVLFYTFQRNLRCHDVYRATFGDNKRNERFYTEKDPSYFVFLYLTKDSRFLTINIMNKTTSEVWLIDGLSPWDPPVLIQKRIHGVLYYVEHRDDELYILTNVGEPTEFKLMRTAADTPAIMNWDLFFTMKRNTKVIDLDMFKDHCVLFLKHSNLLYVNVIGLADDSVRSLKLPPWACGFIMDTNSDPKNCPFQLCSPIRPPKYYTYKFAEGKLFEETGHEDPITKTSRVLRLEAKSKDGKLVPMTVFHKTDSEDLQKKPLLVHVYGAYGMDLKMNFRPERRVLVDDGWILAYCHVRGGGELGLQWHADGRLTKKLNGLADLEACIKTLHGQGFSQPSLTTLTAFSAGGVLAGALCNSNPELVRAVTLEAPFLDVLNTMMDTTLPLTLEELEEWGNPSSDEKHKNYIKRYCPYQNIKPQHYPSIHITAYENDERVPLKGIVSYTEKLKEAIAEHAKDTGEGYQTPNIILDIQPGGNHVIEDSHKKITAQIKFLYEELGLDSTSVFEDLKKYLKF
# pPAFAH FP inh – inhibitors of human plasma PAF acetylhydrolase (pPAFAH); Q13093; recombinant pPAFAH, FP-rhodamine probe fluorescence polarization; inhibition, % at 3.39 µM; hit rate 1.5% among 330,000;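 active = inhibition above the mean inhibition across the screen plus 3 SD, cut at about 25% in these data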;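 note: inhibitors block binding of the rhodamine activity-based probe so polarization drops; 0% = enzyme with DMSO and 100% = wells lacking pPAFAH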
# LYPLA1 counter – counter-screen for PME1 inhibitors: inhibitors of human LYPLA1; AID 2174; recombinant LYPLA1, FP-Rh probe fluorescence polarization; hit rate 0.16% among 320,000; inhibition, % at 5.9 µM; O75608;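 active = inhibition above the mean of all tested compounds plus 3 SD, set per campaign, cut at about 14% in these data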;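 note: inhibitors block serine hydrolase probe labeling of LYPLA1 so polarization falls; 0% = enzyme with DMSO and 100% = wells lacking LYPLA1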
# Target sequence (O75608 whole entry, looked up): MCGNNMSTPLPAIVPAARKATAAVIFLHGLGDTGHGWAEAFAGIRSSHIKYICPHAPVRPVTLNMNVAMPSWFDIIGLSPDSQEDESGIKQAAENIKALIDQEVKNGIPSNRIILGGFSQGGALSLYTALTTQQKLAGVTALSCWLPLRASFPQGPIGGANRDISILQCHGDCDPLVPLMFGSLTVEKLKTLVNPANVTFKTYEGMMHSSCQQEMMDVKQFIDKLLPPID
# PAFAH1B3 inh – PAFAH1B3 (human) inhibition; Q15102; recombinant PAFAH1B3, FP-rhodamine probe, fluorescence polarization; inhibition, % at 3.39 µM; hit rate 0.28% among 340,000; AID 492972;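 active = inhibition above the screen-wide average of all tested compounds plus 3 SD, cut at about 25% in these data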;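 note: 0% = enzyme with DMSO only and 100% = wells lacking PAFAH1B3 protein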
# GSTO1 counter – blocks human GSTO1 in RBBP9 counter-screen | inhibition, % at 5.96 µM | hit rate 1.1% among 300,000 | recombinant GSTO1, activity-based probe fluorescence polarization;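 active = inhibition above the campaign mean inhibition plus 3 SD, cut at about 35% in these data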;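 note: 0% = GSTO1-1 with DMSO and 100% = wells lacking GSTO1-1 enzyme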
# LYPLA2 inh – counter-screen for PME1 inhibitors: inhibitors of human LYPLA2; recombinant LYPLA2, FP-Rh probe fluorescence polarization; O95372; inhibition, % at 5.9 µM; hit rate 0.38% among 320,000; AID 2177;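 active = inhibition above the screen-wide mean plus 3 SD, limit set per campaign, cut at about 26% in these data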;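 note: 0% = LYPLA2 with DMSO and 100% = wells lacking LYPLA2 enzyme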
# PAFAH1B2 FP inh – inhibitors of human PAFAH1B2. P68402. recombinant PAFAH1B2, FP-rhodamine activity probe, fluorescence polarization. inhibition, % at 3.39 µM. hit rate 1.2% among 340,000;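 active = inhibition above the mean of all tested compounds plus 3 SD, cut at about 24% in these data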;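 note: 0% = enzyme with DMSO and 100% = wells lacking PAFAH1B2; many of its hits are not listed in these tables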
# PAD4 FP inh – inhibitors of human PAD4; recombinant PAD4, RCA probe fluorescence polarization; AID 485272; Q9UM07; hit rate 0.41% among 330,000; inhibition, % at 6.36 µM;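 active = percent inhibition above a cutoff equal to the mean of all tested compounds plus 3 SD, cut at about 15% in these data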;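 note: 0% = PAD4 with RCA probe and DMSO and 100% = probe without PAD4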
# PME-1 primary – PME-1 (human) inhibition; Q9Y570; recombinant PME-1, FP-Rh probe fluorescence polarization; inhibition, % at 5.9 µM; hit rate 0.53% among 320,000; AID 2130;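 active = inhibition above the campaign mean of all compounds plus 3 SD, cut at about 26% in these data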;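 note: competitive labeling of PME-1 active site by serine hydrolase directed probe; 0% = PME-1 with DMSO and 100% = wells lacking PME-1 enzyme; inhibitors block probe labeling so polarization falls and inhibition rises; many of its hits are not listed in these tables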
# The depositor's hits bear a star; · = no result given. Only part of the results is shown; the hit share may differ from the screen's.
# Sample of the layout:
SMILES,PREPL inhibitor,pPAFAH FP inh,LYPLA1 counter,PAFAH1B3 inh,GSTO1 counter,LYPLA2 inh,PAFAH1B2 FP inh,PAD4 FP inh,PME-1 primary
COc1ccc(NC(=O)c2cc(F)c(F)cc2Cl)cc1Cl,1,7,3,1,-9,28*,-1,3,2
Cc1ccc(NC(=O)NCc2ccc3c(c2)OCO3)cc1C,-2,-2,-2,8,-3,-9,6,-3,-5
COc1ccc(S(=O)(=O)N2CCn3c2nc2ccccc23)cc1,-11,3,4,7,0,6,4,3,-2
Cc1cc2c(c(=O)n1Cc1cccnc1)C(Cc1ccccc1)C(C#N)=C(N)O2 (centres undefined),4,1,-2,2,-4,1,2,2,-4
O=C(OCC#CCSc1nnc(-c2ccc(Br)cc2)o1)c1ccco1,-13,8,-3,3,12,3,5,1,-1
Cc1ccccc1NC(=O)CCC(=O)N/N=C/c1c[nH]c2ccccc12,4,10,-4,13,8,-2,-2,2,4
Cc1cc(C)n2ncc(/C(N)=N/OC(=O)Nc3ccccc3)c2n1,3,6,1,6,-3,1,13,-1,1
COCCCNc1nc2c(c(=O)n(Cc3ccc(OC)cc3)c(=O)n2C)n1C,7,1,0,4,2,2,-4,2,1
Cc1cccc(OCC(=O)N(Cc2cccs2)C2CCS(=O)(=O)C2)c1 (centres undefined),8,7,-1,8,-3,2,5,-1,-5
CCn1c(=S)[nH]c2cc(C(=O)O)ccc21,1,2,0,·,0,1,·,6,2
O=C(N/N=C/c1ccccc1)c1cc(=O)[nH]c2ccccc12,-1,4,-3,-7,-1,2,5,3,4
CCN1CCN(Cc2ccc(NC(=O)c3ccc(C)c(NC(=O)C[C@@H]4NC(=O)[C@H](Cc5ccccc5)NC4=O)c3)cc2C(F)(F)F)CC1,4,1,1,9,-3,2,4,0,7

# The whole of this part, repeating the preview:
SMILES,PREPL inhibitor,pPAFAH FP inh,LYPLA1 counter,PAFAH1B3 inh,GSTO1 counter,LYPLA2 inh,PAFAH1B2 FP inh,PAD4 FP inh,PME-1 primary
COc1ccc(NC(=O)c2cc(F)c(F)cc2Cl)cc1Cl,1,7,3,1,-9,28*,-1,3,2
Cc1ccc(NC(=O)NCc2ccc3c(c2)OCO3)cc1C,-2,-2,-2,8,-3,-9,6,-3,-5
COc1ccc(S(=O)(=O)N2CCn3c2nc2ccccc23)cc1,-11,3,4,7,0,6,4,3,-2
Cc1cc2c(c(=O)n1Cc1cccnc1)C(Cc1ccccc1)C(C#N)=C(N)O2 (centres undefined),4,1,-2,2,-4,1,2,2,-4
O=C(OCC#CCSc1nnc(-c2ccc(Br)cc2)o1)c1ccco1,-13,8,-3,3,12,3,5,1,-1
Cc1ccccc1NC(=O)CCC(=O)N/N=C/c1c[nH]c2ccccc12,4,10,-4,13,8,-2,-2,2,4
Cc1cc(C)n2ncc(/C(N)=N/OC(=O)Nc3ccccc3)c2n1,3,6,1,6,-3,1,13,-1,1
COCCCNc1nc2c(c(=O)n(Cc3ccc(OC)cc3)c(=O)n2C)n1C,7,1,0,4,2,2,-4,2,1
Cc1cccc(OCC(=O)N(Cc2cccs2)C2CCS(=O)(=O)C2)c1 (centres undefined),8,7,-1,8,-3,2,5,-1,-5
CCn1c(=S)[nH]c2cc(C(=O)O)ccc21,1,2,0,·,0,1,·,6,2
O=C(N/N=C/c1ccccc1)c1cc(=O)[nH]c2ccccc12,-1,4,-3,-7,-1,2,5,3,4
CCN1CCN(Cc2ccc(NC(=O)c3ccc(C)c(NC(=O)C[C@@H]4NC(=O)[C@H](Cc5ccccc5)NC4=O)c3)cc2C(F)(F)F)CC1,4,1,1,9,-3,2,4,0,7
N=c1c(-c2nc3ccccc3[nH]2)cc(C(=O)c2cccs2)nn1-c1ccccc1,37,8,-3,0,-4,-4,10,-5,11
CCN(CC)S(=O)(=O)c1ccc(C(=O)NCCOC(=O)c2ccc(F)cc2F)cc1,-17,10,0,10,0,-6,-1,-1,-2
CCOC(=O)C1(CC2CCCCO2)CCN(Cc2nc3ccccc3nc2C)CC1 (centres undefined),7,-5,0,·,-1,-4,·,-1,-1
CCOc1ccc(C(=O)Nc2cc(Cl)ccc2-n2cncn2)cc1OC,-1,-2,-3,8,10,-4,-1,3,2
Cc1ccc(CNC(=O)CSc2nnc3c(n2)[nH]c2ccc(F)cc23)cc1,-10,3,-2,-11,3,0,-6,-5,2
CN(C)CCNc1nc(-c2ccccc2)nnc1C(F)(F)F,14,4,1,-3,-5,-1,1,-5,-1
COC(=O)c1ccc(C2NC(=O)c3c(sc(C)c3C)N2)cc1 (centres undefined),-3,-5,0,1,1,-7,4,4,-12
COc1ccc(-c2nsc3c(N4CCCCC4)ncnc23)cc1,4,3,1,-1,6,5,-4,5,-7
O=C(Cn1c(=O)oc2ccccc21)N1CCCCC1,-9,2,-2,1,1,3,4,0,-5
O=C(Nc1ccc(F)cc1)C1CCN(S(=O)(=O)c2ccc3[nH]c(=O)oc3c2)CC1,-2,5,0,9,4,5,4,-4,9
Cc1cc(C)n(-c2ccc([N+](=O)[O-])cc2-c2nn[nH]n2)n1,8,1,8,1,-3,2,9,0,-3
CNC(=O)CSc1nnc(-c2ccco2)n1-c1cc(C)ccc1C,11,3,1,1,1,1,-1,-4,-1
Cc1ccc(Nc2ccc(C(N)=O)cc2[N+](=O)[O-])cc1,-14,10,0,14,4,18,-3,-1,7
COc1cccc(OCC(O)CN2CCN(CCO)CC2)c1 (centres undefined),5,-7,-1,-5,11,-3,3,1,-3
CSCC(=O)N1CCCC(N2CCN(c3cccc(C(F)(F)F)c3)CC2)C1 (centres undefined),-4,2,-2,7,2,15,3,-3,1
O=C(NC1CCCCC1)c1cc(N2C(=O)CCC2=O)ccc1Cl,14,2,0,1,1,7,3,-4,-2
Cc1ccc(C(=O)N2CCCC(C(=O)Nc3cccc(-c4ccc(F)cc4)c3)C2)cn1 (centres undefined),-13,15,1,6,-1,17,4,0,4
CC(=O)c1cc(Cl)ccc1OC(=O)c1ccco1,8,1,-1,-13,9,2,-2,6,-3
O=c1[nH]n(-c2cccc3cccnc23)c(=O)c2ccccc12,11,-1,2,2,16,5,3,-3,5
CC(=O)NC1=NN(C(C)=O)C(c2ccco2)S1 (centres undefined),-6,0,2,7,12,-1,3,3,0
Cc1nn(C2CCS(=O)(=O)C2)c(Cl)c1/C=C/C(=O)OCC(N)=O (centres undefined),10,2,0,5,11,3,4,4,3
O=C(CNC(=O)c1cccs1)NC1=NCCS1,9,1,3,-2,-1,1,-2,1,3
CCCCNC(=S)N(Cc1c(C)noc1C)c1ccccc1,10,5,-3,0,0,1,-3,4,3
CCc1[nH]c(=O)c(C#N)c2c1CSC(C)(C)C2,-8,2,4,0,4,8,3,-2,-1
CN(C(=O)COC(=O)c1nc(Cl)ccc1Cl)C1CCS(=O)(=O)C1 (centres undefined),3,6,-2,2,4,1,7,-1,0
CCOc1ccc(-c2nnn(CC(=O)Nc3cc(OC)ccc3OC)n2)cc1OCC,9,4,-1,6,1,-1,4,-5,4
CCC(=O)N(Cc1cc(=O)[nH]c2ccccc12)c1ccc(C)cc1C,-16,1,-1,-2,-15,3,6,12,4
Cc1cc(C(=O)N/N=C/c2sc(N3CCOCC3)nc2-c2ccccc2)c(C)o1,4,3,0,4,0,4,6,1,6
COc1ccc(C2C(C(C)=O)=C(Nc3ccccc3)CC(C)(O)C2C(C)=O)cc1OC (centres undefined),18,8,-1,-1,7,-1,-2,-7,0
Cc1ccc(S(=O)(=O)N2CCN(C(=O)COC(=O)c3ccc(Cl)nc3)CC2)c(C)c1,4,-3,-1,15,·,3,3,2,8
Cc1nc2c(C(=O)NCc3ccc(F)cc3)c[nH]n2c(=O)c1Cl,0,14,3,5,-4,5,7,-3,8
COc1ccc(C)cc1NCc1ccc(OC)c(C)c1OC,-4,2,1,6,1,9,3,-1,6
O=C(OCc1ccco1)c1ccc(S(=O)(=O)N2CCCCC2)cc1,3,10,-1,8,6,1,4,2,1
COc1ccc(S(=O)(=O)NCc2cccnc2)cc1C(=O)NC1CCCCC1,4,4,2,19,-2,5,6,-5,2
CC(=O)Nc1ccc(N/C(=N\S(=O)(=O)c2ccccc2)c2ccccc2)cc1,1,-3,1,10,2,4,5,1,-1
CCN1CCc2c(sc(NC(=O)c3ccc(S(=O)(=O)N4CCCCCC4)cc3)c2C(=O)NC)C1,3,1,-8,-2,0,-1,6,-5,-1
COC(=O)c1ccc(NC(=O)COc2ccc(S(=O)(=O)N3CCCCC3)cc2)cc1,15,-1,-3,-2,5,-2,6,-1,-3
CCC(C(=O)n1cccc1C#N)c1ccccc1C (centres undefined),9,2,-2,-1,·,-2,7,4,5
Cn1nc(N2CCN(S(=O)(=O)c3ccccc3)CC2)c(=O)n(C)c1=O,5,3,-1,8,·,0,3,2,1
COC(=O)[C@H]1C[C@@H]1[C@H](NS(=O)(=O)c1ccccc1)c1ccccc1,-10,5,3,5,2,3,3,-3,3
Cc1cc(C)nc(N(C#N)Cc2cccc3ccccc23)n1,-12,-1,1,-2,-8,10,3,-5,16
CC(=O)c1ccc(-c2ccc([C@H]3[C@H]4C=CC[C@@H](C)[C@@H]4C(=O)N3Cc3ccccc3)c(F)c2)cc1,-17,-1,-4,3,-6,-3,-4,-3,-6
CCOC(=O)c1c(C)[nH]c(C)c1C(=O)CN1C(=O)NC2(CCC(C)CC2)C1=O (centres undefined),0,7,5,8,-8,5,3,0,5
Cc1cccc(-c2cccc(NC(=O)C3CCCN(C(=O)c4ocnc4C)C3)c2)c1 (centres undefined),-9,5,2,3,-4,3,-4,-3,2
CCc1ccc2[nH]c(=O)c(CN(Cc3ccccc3)Cc3nnnn3Cc3ccco3)cc2c1,-6,9,-4,3,3,3,14,-1,-8
CCN(CC)S(=O)(=O)N1CCC(C(=O)NCc2ccco2)CC1,9,2,2,10,3,2,4,0,-5
NS(=O)(=O)c1cccc(NC(=O)CSc2nc3ccc(Cl)cc3[nH]2)c1,-15,8,-11,2,-4,-5,2,1,-38
Cc1ccc(C)c(N2N=C(C(=O)Nc3ccccc3N3CCCC3)CCC2=O)c1,21,4,-1,7,-3,2,-2,-3,14
COc1ccc(OCC(O)CNS(=O)(=O)c2cccs2)cc1 (centres undefined),-2,5,-5,7,2,3,2,3,-6
COc1ccc2cc(S(=O)(=O)N3CCCC(C)C3)ccc2c1 (centres undefined),4,3,-5,-2,6,-5,7,-3,-4
